High-throughput results (PubChem BioAssay)
M5 antag = human M5 muscarinic receptor antagonists, primary screen, CHO cells, Fluo-8 calcium fluorescence; hit rate 0.59% among 360,000; CHO-hM5 cells, ACh EC80; inhibition, % at 3 µM; Muscarinic acetylcholine receptor M5 (Homo sapiens), P08912;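 active means inhibition above a per-plate cutoff, the mean of that plate's test compounds plus 3 SD, cut at about 27% in these data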;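 further: 0% = acetylcholine EC80 with DMSO and 100% = DMSO without agonist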
CHRM5 agonist = human M5 muscarinic receptor agonists, primary screen, CHO-K1 cells, Fluo-8 calcium fluorescence | Muscarinic acetylcholine receptor M5 (Homo sapiens), P08912 | CHO-K1 hM5 cells; 0% DMSO wells, 100% maximal acetylcholine response | activation, % at 3 µM | hit rate 0.19% among 360,000 | AID 624037, 2012;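 active means activation above the run's mean over test compounds plus 3 SD, cut at about 23% in these data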;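 further: signal is peak over basal fluorescence ratio across the kinetic read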
IDE cell inh = human IDE inhibitors in live cells, primary screen, fluorescence polarization, HEK cells, FAbetaB substrate; Insulin-degrading enzyme (Homo sapiens), P14735; FAbetaB cleavage; inhibition, % at 5.59 µM; hit rate 0.41% among 320,000;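 active means percent inhibition above the average of all tested compounds plus 3 SD, set per screening campaign, cut at about 16% in these data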;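 further: IDE supplied by intact live HEK cells; FP after avidin binding of uncleaved biotin substrate so inhibition keeps polarization high; 0% = DMSO wells and 100% = 60 µM reference IDE inhibitor Ii1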
Target sequence (P14735 whole entry, looked up): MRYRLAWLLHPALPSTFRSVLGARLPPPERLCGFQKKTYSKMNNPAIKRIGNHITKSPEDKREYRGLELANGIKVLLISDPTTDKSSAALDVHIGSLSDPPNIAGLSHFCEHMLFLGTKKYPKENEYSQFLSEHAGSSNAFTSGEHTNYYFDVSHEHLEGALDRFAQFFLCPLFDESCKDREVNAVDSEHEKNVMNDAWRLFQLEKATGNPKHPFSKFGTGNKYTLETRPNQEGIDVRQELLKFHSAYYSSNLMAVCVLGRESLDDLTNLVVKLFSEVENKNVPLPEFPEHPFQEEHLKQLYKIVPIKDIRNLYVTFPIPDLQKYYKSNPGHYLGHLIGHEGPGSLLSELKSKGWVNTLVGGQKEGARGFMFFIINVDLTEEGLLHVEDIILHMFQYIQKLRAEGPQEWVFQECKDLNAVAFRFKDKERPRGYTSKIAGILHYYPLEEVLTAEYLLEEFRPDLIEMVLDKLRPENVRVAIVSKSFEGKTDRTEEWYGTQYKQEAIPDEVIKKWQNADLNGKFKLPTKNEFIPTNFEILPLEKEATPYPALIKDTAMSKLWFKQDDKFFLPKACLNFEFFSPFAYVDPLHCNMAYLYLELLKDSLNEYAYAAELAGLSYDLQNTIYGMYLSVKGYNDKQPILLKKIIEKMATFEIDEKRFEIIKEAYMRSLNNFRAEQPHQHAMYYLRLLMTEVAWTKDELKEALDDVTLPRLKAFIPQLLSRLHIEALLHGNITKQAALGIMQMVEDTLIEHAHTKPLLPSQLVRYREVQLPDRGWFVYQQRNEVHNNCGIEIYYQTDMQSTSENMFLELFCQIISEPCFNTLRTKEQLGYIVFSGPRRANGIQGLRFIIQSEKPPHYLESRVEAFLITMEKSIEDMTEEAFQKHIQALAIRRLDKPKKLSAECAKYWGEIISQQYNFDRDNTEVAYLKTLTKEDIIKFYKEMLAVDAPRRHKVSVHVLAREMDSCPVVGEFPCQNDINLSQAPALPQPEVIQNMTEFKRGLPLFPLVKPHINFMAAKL
CRFBP-R2 agonist = agonists of CRF-BP/CRF-R2 complex, primary screen, cell-based, HEK293, calcium dye fluorescence, uHTS | CRF-binding protein / CRF receptor 2 complex (human) | hit rate 0.46% among 350,000 | calcium dye fluorescence (FLIPR); percent of saturating CRF peptide response | AID 588473, 2011 | activation, % at 13.2 µM;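 active means activation of at least 50%, plus an integration ratio under a set limit after plate pattern correction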;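 further: plate controls were neutral control wells without compound for no effect and CRF at EC100 for full effect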
CHRM4 PAM = human M4 muscarinic receptor positive allosteric modulators, primary screen, CHO-K1 cells, Fluo-8 calcium fluorescence; CHO-K1 hM4/Gqi5, ACh EC20; 0% = ACh EC20, 100% = maximal ACh; activation, % at 3 µM; Muscarinic acetylcholine receptor M4 (Homo sapiens), P08173; hit rate 0.4% among 360,000; AID 624126, 2012;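 active means activation above its plate's cutoff, the mean activation of sample wells plus 3 SD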; further: some results filed as inactive read as strong as hits
CHRM4 antagonist = human M4 muscarinic receptor antagonists, primary screen, CHO cells, Fluo-8 calcium fluorescence; Muscarinic acetylcholine receptor M4 (Homo sapiens), P08173; CHO-hM4 cells, ACh EC80; inhibition, % at 3 µM; hit rate 0.73% among 360,000;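 active means inhibition above its plate's cutoff, the mean inhibition of sample wells plus 3 SD, cut at about 27% in these data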;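 further: 0% = acetylcholine EC80 with DMSO and 100% = DMSO without agonist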
CRFBP-R2 block = antagonists of CRF-BP/CRF-R2 complex, primary screen, cell-based, HEK293, calcium dye fluorescence, uHTS. CRF-induced calcium fluorescence. inhibition, % at 11.8 µM. AID 588475, 2011. hit rate 0.59% among 350,000;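 active means inhibition of the ligand-induced calcium signal above about 50% at the single tested concentration, limit read from the data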
M4 ag = human M4 muscarinic receptor agonists, primary screen, CHO-K1 cells, Fluo-8 calcium fluorescence. activation, % at 3 µM. CHO-K1 hM4/Gqi5; vehicle 0%, full acetylcholine response 100%. hit rate 0.14% among 360,000. AID 624127, 2012;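 active means activation above the run mean over all test wells plus 3 SD, cut at about 32% in these data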;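 further: peak over basal fluorescence ratio per well then scaled between controls; 0% = DMSO wells and 100% = acetylcholine at EC100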
CHRM5 PAM = human M5 muscarinic receptor positive allosteric modulators, primary screen, CHO-K1 cells, Fluo-8 calcium fluorescence. Muscarinic acetylcholine receptor M5 (Homo sapiens), P08912. CHO-K1 hM5, ACh EC20 PAM; 0% = ACh EC20, 100% = ACh EC100. activation, % at 3 µM. hit rate 0.3% among 360,000;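 active means activation above the run cutoff, the mean activation of all test compounds plus 3 SD, cut at about 18% in these data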
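Measured by: Fluo-8 calcium fluorescence; material: human M5 receptor in CHO-K1 cells; schedule: Post-acetylcholine fluorescence recording 140 s; benchmarks: low control EC20 acetylcholine (0%), high control EC100 acetylcholine (100%); read-out: Max/basal fluorescence ratio as % of EC20–EC100 ACh window; compound: single dose, 3 µM nominal final test concentration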
* = called active by the depositor; · = not tested or not shown; & = joins results of further samples. Outcome played no part in choosing rows; overall some 2.9% were active at least once.

| M5 antag | IDE cell inh | CRFBP-R2 block | CHRM4 PAM | CRFBP-R2 agonist | CHRM5 PAM | CHRM5 agonist | M4 ag | CHRM4 antagonist | molecule |
| --- | --- | --- | --- | --- | --- | --- | --- | --- | --- |
| 25 | 2 | 24 | -7 | -0.2 | -18 | 1 | 13 | -4 | COc1ccccc1OCCCCOc1ccccc1C(C)=O |
| 4 | 7 | -30 | -3 | 0.8 | -8 | 1 | 6 | -6 | COc1ccc(-c2nnn(CC(=O)N(Cc3cccs3)C(C)C(=O)NCCC(C)C)n2)cc1OC (configuration not stated) |
| 11 | -8 | 1 | 4 | 0.2 | -4 | 1 | 1 | 1 | C[C@H]1C=C(C(=O)NC2CC2)O[C@@H](OCc2ccc(CO)cc2)C1 |
| 2 | -5 | -8 | 1 | 1.1 | -3 | -3 | 1 | -4 | Cc1ccc(OCCCC(=O)Nc2nccs2)cc1 |
| -1 | 3 | 5 | 3 | 0.8 | -1 | -6 | 0 | -3 | Cc1cc(C)c2nc(SCCC#N)nc(C)c2c1 |
| 12 | 3 | 10 | -8 | -0.4 | -20 | 0 | 6 | 9 | COc1ccc(-n2c(C)cc(C(=O)COC(=O)c3ccc(O)cc3O)c2C)cc1 |
| -4 | 4 | -38 | 0 | 4.0 | 0 | -3 | 0 | 7 | Cc1cccc(Sc2nc(-c3ccccc3)ccc2C#N)c1 |
| 11 | 2 | 14 | -2 | -0.6 | -15 | 1 | 2 | -4 | O=C(NCc1ccccc1)C(=O)NCC1OCCN1S(=O)(=O)c1ccc([N+](=O)[O-])cc1 (configuration not stated) |
| -4 | 8 | 12 | -2 | -0.6 | -2 | 1 | 4 | -5 | O=C(CCN1C(=O)c2ccccc2S1(=O)=O)Nc1ccc(F)cc1F |
| -6 | -3 | -10 | 5 | -1.2 | 5 | -2 | 1 | -1 | CN(C1(C)CCS(=O)(=O)C1)S(=O)(=O)c1ccc(F)cc1 (configuration not stated) |
| -4 | -1 | -2 | 7 | -0.5 | 10 | 1 | -1 | -14 | COC(=O)Nc1sc2c(c1C(=O)NCc1ccco1)CCC2 |
| -4 | 3 | -13 | 2 | 0.4 | 3 | -3 | 1 | -7 | Cc1cc(C)c(C(=O)N2CCCC(CNS(=O)(=O)c3cccs3)C2)o1 (configuration not stated) |
| -7 | 1 | 6 | 11 | 1.1 | 4 | -1 | -1 | 2 | C=CCn1c(SCC)nc2sc3c(c2c1=O)CCc1ccccc1-3 |
| -1 | -3 | -6 | -2 | -0.6 | 5 | -5 | -1 | -9 | COc1cc2c(cc1NC(=O)c1ccc(C(C)(C)C)cc1)CCCC2 |
| 2 | · | · | -9 | · | 0 | -1 | 1 | 11 | C=C(C)Cn1c2ccc(NC(=O)NCCc3cccs3)cc2c(=O)n1C |
| 7 | · | · | -5 | · | -6 | 1 | 14 | -9 | COC(=O)[C@]12CCCCC=C1N(CCC1=CCCCC1)C(=O)[C@H](CC(=O)N1CCCCC1)C2 |
| 5 | 5 | -5 | -4 | -2.8 | -2 | -21 | 0 | 9 | CCN(CC)CCCNc1ncnc2scc(-c3ccc(F)cc3)c12 |
| 7 | 3 | -4 | -1 | -1.4 | 3 | 4 | 2 | 0 | Cc1cc(=O)oc2cc(NS(=O)(=O)c3ccc(F)cc3)ccc12 |
| -6 | -3 | -9 | -2 | 4.1 | -8 | -1 | 2 | 7 | Cc1ccc(C(=O)c2ccc(N3CCN(C)CC3)c([N+](=O)[O-])c2)cc1 |
| 4 | 6 | 23 | -4 | 0.8 | -5 | -2 | 0 | 8 | COc1ccc(NC(=O)c2c(NC(=O)CCC(=O)O)sc(-c3ccccc3)c2C)cc1 |
| -1 | 0 | 24 | 12 | 0.8 | 5 | -1 | 2 | -6 | COc1cc(NC(=O)CSc2ncnc3sc4c(c23)CCCC4)c(C(=O)O)cc1OC |
| -3 | -3 | -28 | 10 | -0.4 | 0 | 0 | 0 | 0 | CN1C(=O)N(C)C2(c3ccccc3)Nn3c(s/c(=C/c4ccco4)c3=O)=NC12c1ccccc1 (configuration not stated) |
| -8 | -3 | -26 | 0 | 1.0 | 12 | 5 | 4 | 1 | O=C(COc1ccc(-n2cnnn2)cc1)NC(=O)NCc1ccccc1 |
| 11 | 4 | -7 | 2 | -0.8 | 1 | 0 | 0 | 7 | Cc1cc(C)c(NC(=O)CNC(=O)CSc2nnc(N)s2)c(C)c1 |
| -4 | 0 | 9 | 0 | 3.4 | -1 | -1 | 0 | 6 | CCNC(=S)NNC(=O)c1cc(C2CC2)nc2ccccc12 |
| 4&-10 | -4&0 | 1&-22 | 2&16 | 3.6&1.1 | 5&5 | -1&-1 | 1&2 | 6&-3 | Cc1ccc[n+](-c2nc3ccccc3nc2C(=C=[N-])C#N)c1 |
| 4 | 4 | 3 | 11 | 0.5 | 3 | 1 | 2 | -6 | COc1ccc(NC(=O)c2sc(N)nc2-c2ccccc2)cc1 |
| 6 | -2 | -11 | 2 | -1.4 | 0 | -1 | 2 | -3 | CCC(C)C(NC(N)=O)C(=O)Nc1ccc(C(=O)OC)cc1 (configuration not stated) |
| -7 | -1 | -14 | -2 | -1.5 | 2 | 1 | 0 | 1 | COC(=O)Cc1c(C(=O)OC)nnn1-c1ccc(OC)cc1 |
| 7 | 11 | -2 | 5 | -1.6 | 5 | 3 | 3 | -2 | COc1ccccc1CCC(=O)Nc1ccc(OC)c(S(=O)(=O)N2CCOCC2)c1 |
| -1 | 4 | 4 | 9 | -0.4 | 3 | 5 | 1 | 3 | COc1cccc(NC(=O)CNC(=O)c2ccc(OC)c(OC)c2)c1 |
| 0 | -2 | -12 | 2 | 11 | 3 | -2 | 2 | -7 | COc1cccc(/C=C2\C=C(c3ccc(C)cc3)OC2=O)c1OC(C)=O |
| 3 | 1 | -15 | 1 | 0.9 | -6 | -3 | 3 | 2 | Cc1onc(-c2ccccc2)c1C(=O)N/N=C/c1cn(C)c2ccccc12 |
| -4 | 2 | -6 | 7 | 0.4 | 6 | 7 | 0 | -3 | C#CCNC(=O)C1=C[C@@H](C)C[C@@H](OCc2ccc(CO)cc2)O1 |
| 7 | -2 | -9 | -3 | 0.1 | 5 | 1 | 1 | 0 | Cc1ccccc1NC(=O)C1CC(=O)n2ncnc2N1 (configuration not stated) |
| -5 | 0 | 5 | -2 | -0.5 | 0 | 1 | 1 | -2 | COc1ccc(S(=O)(=O)NC(C)c2ccccc2)cc1C(=O)N1CCCCC1 (configuration not stated) |
| 10 | 4 | 10 | -4 | 0.3 | -4 | -2 | 1 | 4 | COc1ccc(-c2nn(C)c(=O)[nH]2)cc1 |
| -4 | 3 | -25 | 8 | 0.2 | 4 | 0 | 11 | 0 | CC(C)(C)c1ccccc1OCCCCCNCCO |
| 2 | 3 | -1 | 2 | -0.4 | 4 | -2 | 1 | 0 | Cc1ccc(C2=NOC(C)(c3nnc(-c4ccc(F)cc4)o3)C2)cc1 (configuration not stated) |
| 8 | 14 | -51 | -6 | 35 | -10 | 28* | 24 | 3 | c1ccc(CNc2ncnc3c2cnn3Cc2ccccc2)cc1 |
| -4 | -2 | 17 | -1 | -0.2 | 4 | -4 | 0 | -13 | CSc1ccccc1NC(=O)c1ccco1 |
| -8 | 0 | -2 | 3 | -0.4 | -2 | 1 | 1 | -4 | O=C(CN1C(=O)NC2(CCCCCC2)C1=O)NCc1ccco1 |
| 10 | · | -6 | 1 | 1.6 | 8 | 4 | 1 | 2 | O=C1C(=Cc2ccco2)CCC1=Cc1ccco1 |
| -6 | · | -2 | -8 | 0.0 | 0 | -1 | 0 | -2 | c1ccc(OC2CCCCC2N2CCOCC2)cc1 (configuration not stated) |
| -2 | 1 | 51* | -2 | -2.2 | -3 | -4 | 0 | 4 | ON1C(c2ccc(Cl)cc2Cl)N(O)[C@H]2CCCC[C@H]21 (some centres not stated) |
| 4 | -1 | 57* | 4 | 0.2 | -1 | 3 | 6 | -3 | O=C(Nc1ccc(O)cc1)c1cccc(Oc2ccc([N+](=O)[O-])cc2)c1 |
| -4 | 11 | -10 | 0 | 37 | -5 | 4 | 1 | 0 | CCOC(=O)C1=C(C)N=c2s/c(=C/c3ccc(OCC(=O)O)c(OC)c3)c(=O)n2C1c1ccc(Cl)cc1 (configuration not stated) |
| 4 | 3 | 15 | -8 | 2.4 | 3 | -3 | -1 | 7 | C=C1CC(C)OC(c2ccccc2OCC(O)CN2CCCCC2)C1 (configuration not stated) |
| -3 | 8 | -28 | 6 | 0.5 | 1 | -2 | 0 | 3 | Cc1nc2ccc(S(=O)(=O)NCC(=O)O)cc2s1 |

A section taken from the entries so far:
| M5 antag | IDE cell inh | CRFBP-R2 block | CHRM4 PAM | CRFBP-R2 agonist | CHRM5 PAM | CHRM5 agonist | M4 ag | CHRM4 antagonist | molecule |
| --- | --- | --- | --- | --- | --- | --- | --- | --- | --- |
| 6 | -2 | -11 | 2 | -1.4 | 0 | -1 | 2 | -3 | CCC(C)C(NC(N)=O)C(=O)Nc1ccc(C(=O)OC)cc1 (configuration not stated) |
| -7 | -1 | -14 | -2 | -1.5 | 2 | 1 | 0 | 1 | COC(=O)Cc1c(C(=O)OC)nnn1-c1ccc(OC)cc1 |
| 7 | 11 | -2 | 5 | -1.6 | 5 | 3 | 3 | -2 | COc1ccccc1CCC(=O)Nc1ccc(OC)c(S(=O)(=O)N2CCOCC2)c1 |
| -1 | 4 | 4 | 9 | -0.4 | 3 | 5 | 1 | 3 | COc1cccc(NC(=O)CNC(=O)c2ccc(OC)c(OC)c2)c1 |
| 0 | -2 | -12 | 2 | 11 | 3 | -2 | 2 | -7 | COc1cccc(/C=C2\C=C(c3ccc(C)cc3)OC2=O)c1OC(C)=O |
| 3 | 1 | -15 | 1 | 0.9 | -6 | -3 | 3 | 2 | Cc1onc(-c2ccccc2)c1C(=O)N/N=C/c1cn(C)c2ccccc12 |
| -4 | 2 | -6 | 7 | 0.4 | 6 | 7 | 0 | -3 | C#CCNC(=O)C1=C[C@@H](C)C[C@@H](OCc2ccc(CO)cc2)O1 |
| 7 | -2 | -9 | -3 | 0.1 | 5 | 1 | 1 | 0 | Cc1ccccc1NC(=O)C1CC(=O)n2ncnc2N1 (configuration not stated) |
| -5 | 0 | 5 | -2 | -0.5 | 0 | 1 | 1 | -2 | COc1ccc(S(=O)(=O)NC(C)c2ccccc2)cc1C(=O)N1CCCCC1 (configuration not stated) |
| 10 | 4 | 10 | -4 | 0.3 | -4 | -2 | 1 | 4 | COc1ccc(-c2nn(C)c(=O)[nH]2)cc1 |
| -4 | 3 | -25 | 8 | 0.2 | 4 | 0 | 11 | 0 | CC(C)(C)c1ccccc1OCCCCCNCCO |

Some values from the entries so far.
`Cc1ccc(C2=NOC(C)(c3nnc(-c4ccc(F)cc4)o3)C2)cc1` (configuration not stated) in CHRM4 antagonist → 0
`CSc1ccccc1NC(=O)c1ccco1` in CHRM5 agonist → -4
